Tb PFK block = qHTS Assay to Find Inhibitors of T. brucei phosphofructokinase. ATP-dependent 6-phosphofructokinase (Trypanosoma brucei brucei), O15648. T. brucei PFK, ADP-Glo luminescence. Potency, µM (series often up to 57.5 µM), inactives show at the highest dose activity, negative = inhibition, usual class: inhibitors. hit rate 0.17% among 330,000;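 note: potency is the fitted concentration of half-maximal effect; 0% = uninhibited 1x PFK enzyme wells and -100% = no-enzyme wells; nearly all actives have a fitted effect of over 60% in size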
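PFK 1.25 nM, F6P 0.5 mM, ATP 0.1 mM, 0.1 M TEA pH 8.0, 5 mM MgCl2, 0.01% Tween20, 0.1% BSA; 45 min RT. ADP-Glo readout. qHTS titration up to 57 uM; curves fitted, compounds curve-classed.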
TRPV1 agonist = HTS Assay for Compounds that Act as Agonists of the Vanilloid Receptor 1. Transient receptor potential cation channel subfamily V member 1 (Homo sapiens), Q8NER1. TRPV1-expressing cells, Fluo-8 calcium influx, agonist mode. activation, % at 8.33 µM. hit rate 0.19% among 320,000. AID 540275, 2011; in the data active = activation above about 80%; inconclusive = between about 30% and that limit; note: 0% is about no effect
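Fluo-8 calcium influx in TRPV1-expressing cells, kinetic read (ex 480/em 520 nm). Compound added and read 3 min for agonist activity, followed by capsaicin at EC20 final and 2 min further read for enhancement.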
NPC1 promoter act = qHTS Assay for NPC1 Promoter Activators. AID 485313, 2010. hit rate 2.4% among 320,000. Potency, µM (doses to about 9.22 µM), for the others: at the top dose activation, usual class: activators. Huh7 NPC1 promoter luciferase reporter, 24 h;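 note: potency is the fitted concentration of half-maximal effect; % of control where 0% means no effect; nearly all actives have a fitted effect of over 60% in size; reporter is driven by a mutant NPC1 promoter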
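Luciferase expression driven by the NPC1 promoter was measured in stably transfected Huh7 cells after a 24 h compound incubation, using a luciferase reagent and a luminescence read.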
ELG1 repair inh = qHTS screen for small molecules that inhibit ELG1-dependent DNA repair in human embryonic kidney (HEK293T) cells expressing luciferase-tagged ELG1 | HEK293T ELG1-luciferase reporter, luminescence, 16 h; DNA damage induced by 5-fluorouridine | Potency, µM (doses to about 46.1 µM), for inactives: top-dose activity change, negative = inhibition, actives largely listed as inhibitors | hit rate 2.3% among 330,000 | AID 504467, 2011; note: potency is the fitted concentration of half-maximal effect; % is set by controls: 0 for no effect and ±100 for the full control effect; nearly all actives have a fitted effect of over 55% in size
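Overnight (16 hr) co-exposure of 2,000 cells/well to 5-fluorouridine and compound at 37 °C preceded detection. Luciferase was quantified via ONE-Glo luminescence; loss of signal denotes inhibition.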
Gal4-VP16 FLuc = VP16 counterscreen qHTS for inhibitors of ROR gamma transcriptional activity. Drosophila S2 Gal4-VP16 UAS-luciferase, luminescence, 20 h. hit rate 3.5% among 310,000. Potency, µM (doses to about 53.6 µM), inactives show at the highest dose activity, negative = inhibition, actives largely listed as inhibitors;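 note: Gal4-VP16 expression switched on by copper sulfate through the metallothionein promoter; potency is the fitted concentration of half-maximal effect; % is set by controls: 0 for no effect and ±100 for the full control effect; nearly all actives have a fitted effect of over 50% in size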
BRCA1 expr act = qHTS Assay to Identify Small Molecule Activators of BRCA1 Expression. AID 624202, 2012. hit rate 1.1% among 380,000. MCF7-BRCA1-FFLuc reporter, luminescence, 48 h; response scale: scaled: vehicle 0%, 10 µM genistein 100%. Potency, µM (series often up to 46.1 µM), inactives show at the highest dose activation, actives largely listed as activators; note: potency is the fitted concentration of half-maximal effect; nearly all actives have a fitted effect of over 80% in size; some results filed as inactive show a strong effect at the top dose
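Luminescence from a BRCA1-driven firefly luciferase in MCF7 cells was read after 48 h compound exposure at 37 C. Data normalized against DMSO and a 10microM genistein activation control, then curve-fitted across the titration.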
Rab9 promoter act = qHTS Assay for Rab9 Promoter Activators | Huh7 Rab9 promoter-luciferase reporter, luminescence, 24 h | Potency, µM (titrated, usually from 9.22 µM), inactives show at the top dose activation, negative = inhibition, most hits filed as activators | hit rate 2.8% among 320,000 | AID 485297, 2010; note: potency is the fitted concentration of half-maximal effect; % of control where 0% means no effect; nearly all actives have a fitted effect of over 60% in size
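Luminescence from Amplite-detected luciferase (10 minutes, ambient) reports Rab9 promoter activation. Before that, stable Rab9-luciferase Huh7 cells (1500/well, reduced-serum OP-MEM I plus 10% FBS) were exposed to compound for 24 hours at 37C.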
p53 reactivator = qHTS assay for re-activators of p53 using a Luc reporter | H1299 p53-A138V BP100-luciferase reporter, luminescence, 24 h | Potency, µM (series often up to 92.2 µM), for inactives: at the top dose activity change, positive = activation, hits mostly activators | hit rate 0.063% among 320,000 | AID 504706, 2011; note: potency is the fitted concentration of half-maximal effect; % of control where 0% means no effect; nearly all actives have a fitted effect of over 45% in size
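H1299 (p53-null), stable ts p53-A138V + BP100-Luc; 1000 cells/well, Opti-MEM/10% FBS; cpd 4 pt, 1:5; 24 h, 37 deg C, 5% CO2; detection reagent 10 min RT; luminescence.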
RORgamma inh = qHTS for inhibitors of ROR gamma transcriptional activity. Drosophila S2 Gal4-RORgamma UAS-luciferase reporter, 20 h. AID 2551, 2010. Potency, µM (series often up to 53.6 µM), without a hit: at the highest dose activity change, negative = inhibition, most hits filed as inhibitors. hit rate 5.4% among 310,000. Nuclear receptor ROR-gamma (Mus musculus), P51450; note: potency is the fitted concentration of half-maximal effect; % is set by controls: 0 for no effect and ±100 for the full control effect; nearly all actives have a fitted effect of over 60% in size
Target sequence (P51450 whole entry, looked up, the tested form may be a part): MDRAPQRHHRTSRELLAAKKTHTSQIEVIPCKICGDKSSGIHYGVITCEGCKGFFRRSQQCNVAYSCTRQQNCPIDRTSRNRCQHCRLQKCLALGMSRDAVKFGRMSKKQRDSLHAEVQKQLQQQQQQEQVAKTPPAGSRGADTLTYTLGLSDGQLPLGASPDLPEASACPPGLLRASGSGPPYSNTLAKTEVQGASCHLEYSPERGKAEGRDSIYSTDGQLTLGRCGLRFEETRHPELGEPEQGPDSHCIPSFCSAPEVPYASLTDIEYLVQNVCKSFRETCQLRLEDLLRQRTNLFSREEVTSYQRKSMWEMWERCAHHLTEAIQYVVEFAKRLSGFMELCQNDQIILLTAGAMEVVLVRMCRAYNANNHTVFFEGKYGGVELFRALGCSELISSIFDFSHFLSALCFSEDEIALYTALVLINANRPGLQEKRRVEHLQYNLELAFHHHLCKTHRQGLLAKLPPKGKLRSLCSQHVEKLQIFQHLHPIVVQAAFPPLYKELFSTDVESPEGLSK
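Using a luciferase readout, inhibitors were identified by reduced reporter activity in Drosophila cells coexpressing a copper-inducible Gal4–ROR gamma fusion and UAS-driven Photinus luciferase, incubated 20 hr after 700 uM copper sulfate.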
ELG1 genotoxic = qHTS screen for small molecules that induce genotoxicity in human embryonic kidney (HEK293T) cells expressing luciferase-tagged ELG1; HEK293T ELG1-luciferase reporter, luminescence, 16 h; Potency, µM (titrated, usually from 46 µM), inactives show top-dose activity change, positive = activation, most hits filed as activators; hit rate 1.3% among 330,000; AID 504466, 2011; note: potency is the fitted concentration of half-maximal effect; % of control where 0% means no effect; nearly all actives have a fitted effect of over 60% in size
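Cells (2,000/well) expressing the ELG1-luciferase fusion are dosed by pin tool and kept 16 hr at 37 °C, 5% CO2. Signal comes from ONE-Glo luciferase reagent after 30 min at room temperature.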
FLuc counter = qHTS profiling assay for firefly luciferase inhibitor/activator using purifed enzyme and Km concentrations of substrates (counterscreen for miR-21 project); purified FLuc, Km substrates, luminescence inhibition; Potency, µM (doses to about 57.5 µM), for the others: at the top dose activity change, negative = inhibition, most hits filed as inhibitors; hit rate 6.9% among 360,000;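 note: potency is the fitted concentration of half-maximal effect; plate controls were vehicle for no effect and reference inhibitor for full effect; nearly all actives have a fitted effect of over 55% in size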
Target sequence (P08659 whole entry, looked up): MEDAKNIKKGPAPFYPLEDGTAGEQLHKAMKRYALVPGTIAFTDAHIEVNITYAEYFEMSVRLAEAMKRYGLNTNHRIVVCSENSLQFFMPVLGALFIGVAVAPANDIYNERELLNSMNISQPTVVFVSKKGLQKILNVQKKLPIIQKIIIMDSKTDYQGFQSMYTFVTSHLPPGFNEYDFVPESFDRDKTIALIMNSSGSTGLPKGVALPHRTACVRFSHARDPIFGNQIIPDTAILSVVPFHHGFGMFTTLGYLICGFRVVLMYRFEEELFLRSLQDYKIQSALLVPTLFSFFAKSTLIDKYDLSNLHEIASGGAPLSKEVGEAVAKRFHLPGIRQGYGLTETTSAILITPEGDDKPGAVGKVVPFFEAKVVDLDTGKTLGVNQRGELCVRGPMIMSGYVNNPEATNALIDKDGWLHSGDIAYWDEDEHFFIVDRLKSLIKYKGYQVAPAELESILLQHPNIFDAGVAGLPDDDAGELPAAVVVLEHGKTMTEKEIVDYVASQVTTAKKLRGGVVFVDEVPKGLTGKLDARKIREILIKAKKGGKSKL
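Purified P. pyralis luciferase (10nM final) with 10uM D-luciferin and 10uM ATP (Km levels) in 50mM Tris acetate pH 7.5, 10mM Mg acetate, 0.01% Tween-20, 0.05% BSA; qHTS 6-point titration, ~60 µM downward; luminescence read.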
The depositor's hits bear a star; ? = inconclusive; / = no result given; & = joins results of further samples; [ ] = another dose, or the depositor's remark. Unless noted, calls come from the whole dose curve; as a rule, active = well fitted curve in the direction sought with a large enough effect; inconclusive = small, poorly fitted or top-dose-only effect, or another doubt; inactive = no such curve, though single readings can be large; an effect the other way counts as inactive or inconclusive.

SMILES	Tb PFK block	TRPV1 agonist	NPC1 promoter act	ELG1 repair inh	Gal4-VP16 FLuc	BRCA1 expr act	Rab9 promoter act	p53 reactivator	RORgamma inh	ELG1 genotoxic	FLuc counter
COc1ccc(S(=O)(=O)NCc2ccco2)cc1C(=O)N1CCOCC1	5%	2	0%	6%	4%	-20%	-6%	10%	-1%	10%	1%
COc1ccccc1N1CCN(C2CCCN(C(=O)c3ccoc3)C2)CC1 (stereo not given)	-7%	-2	-3%	4%	5%	5%	0%	0%	-14%	3%	3%
Cc1ccccc1N1C(=O)N(c2cccc(C(F)(F)F)c2)C2CS(=O)(=O)CC21 (stereo not given)	1%	2	1%	3%	-3%	0%	0%	4%	-4%	-2%	1%
Cc1ccc([N+](=O)[O-])cc1N/C=C/C(=O)c1ccco1	?	0	26%	?	2%	-77%	-1%	14%	?	-3%	?
COc1cc(OC)cc(C(=O)NNC(=O)c2cc(=O)[nH]c3ccccc23)c1	3%	0	0%	-5%	/	-16%	0%	0%	/	5%	0%
C=CC(C)(C)c1[nH]cnc1/C=C1\NC(=O)C(C(C)C)NC1=O (stereo not given)	0%	-3	-21%	-20%	-4%	-36%	-8%	9%	7%	1%	-2%
Cn1c(=O)oc2cc(S(=O)(=O)Nc3cccc([N+](=O)[O-])c3)ccc21	2%	2	1%	9%	-2%	-33%	-1%	-3%	1%	1%	-3%
CS(=O)(=O)N(Cc1ccc(Cl)cc1)c1ccc(C(=O)NCCSc2ccccn2)cc1	-1%	2	1%	?	4%	-53%	4%	-4%	34%	-5%	2%
O=C(CSCc1ccc(Cl)cc1)c1ccco1	-1%	25	12%	?	17%	/	8%	10%	30%	11%	15µM*
Cc1ccccc1/C=N/Nc1ccnc2cc(Cl)ccc12	0%	?	2%	?	?	-84%	1%	-29%	?	-5%	?
COc1ccc(CCNC(=O)C2CCN(S(=O)(=O)c3ccc(C)cc3)CC2)cc1OC	0%	3	0%	?	2%	9%	9%	6%	-5%	0%	1%
CCOc1ccccc1OCC(=O)OCC(=O)Nc1ncc(Cl)cc1Cl	0%	1	-6%	10%	-4%	3%	2%	4%	-17%	1%	9%
O=C(COc1ccc2c3c(c(=O)oc2c1)CCC3)NCc1cccnc1	0%	4	11%	15%	9%	-4%	6%	-3%	-26%	13%	1%
O=C(C1=C[C@@H](c2csc3ccccc23)C[C@@H](OCc2ccc(CO)cc2)O1)N1CCOCC1	0%	?	3%	?	1%	5%	-3%	-6%	19%	-5%	0%
Cc1cc(C)n(CCC(=O)N=Nc2c(O)[nH]c3ccccc23)n1	2%	-3	1%	4%	0%	-13%	0%	0%	-5%	-2%	0%
COC(=O)C1CN(C(=O)C(C)Oc2ccc(C(C)C)cc2)c2ccccc2O1 (stereo not given)	-6%	20	-7%	5%	-4%	3%	3%	-2%	5%	-3%	-1%
O=C(Nc1ccc(N2CCOCC2)cc1)c1ccc2nc(-c3ccco3)c(-c3ccco3)nc2c1	-1%	4	-1%	?	-24%	-17%	1%	-2%	-20%	6%	-4%
Cc1ccccc1OCC(=O)Nc1ccc(N2CCN(C)CC2)c(Cl)c1	2%	0	?	?	-4%	?	29%	?	-23%	?	12µM*
CCOCCCn1c(SCC(=O)Nc2cccc(S(=O)(=O)NC3=NCCCCC3)c2)nc2ccccc2c1=O	0%	-4	3%	-21%	3%	-22%	1%	-5%	?	-11%	6%
O=Cc1ccc(-c2ccc(Cl)cc2Cl)[nH]1	-1%	19	22%	?	-6%	-2%	22%	3%	-34%	3%	?
CCOc1ccc(S(=O)(=O)N2CCCC(C(=O)Nc3ccccc3)C2)cc1 (stereo not given)	1%	8	-3%	?	4%	-11%	-1%	-8%	?	-13%	1%
O=C(NC(Cc1ccccc1)C(=O)O)c1ccco1 (stereo not given)	6%	1	-1%	9%	2%	-2%	-6%	1%	-5%	3%	-3%
Cc1ccc(N2C(=O)N(CC(=O)N3CCOCC3)C(=O)C2C)cc1 (stereo not given)	-9%	-2	-3%	-17%	-9%[10 µM]	4%	-4%	4%	5%	2%	7%
O=c1[nH]c(C2CCCN(S(=O)(=O)c3ccccc3)C2)nc2c1nnn2Cc1ccccc1Br (stereo not given)	1%	-2	0%	?	-2%	0%	0%	-11%	2%	5%	0%&-16%
CCN(CC)S(=O)(=O)c1cc(NC(=O)[C@@H](NC(N)=O)C(C)C)ccc1C	1%	10	0%	-9%	5%	-3%	-2%	-4%	-11%	-1%	-1%
O=C(Nc1ccc(N2CCN(c3ncccc3C(F)(F)F)CC2)nc1)c1cccs1	3%	15	-6%	21µM*	-21%	-85%[inhibitor]	-16%	-12%	?	-23%	?
O=C(Cc1cccs1)Nc1ccc(S(=O)(=O)N2CCCCC2)cc1	?	2	0%	-27%	/	-24%	-6%	-6%	2%[0.365 µM]	-8%	-5%
CCC(C(=O)OCC(=O)N(CC)c1c(N)n(Cc2ccccc2)c(=O)[nH]c1=O)c1ccccc1 (stereo not given)	6%	-4	-2%	7%	/	-8%	2%	-2%	/	-3%	3%
CC(C)[C@H](NC(=O)C1CCN(S(=O)(=O)c2ccccc2)CC1)C(=O)NCc1ccccc1	16%	2	2%	17%	12%	22%	-3%	-1%	-15%	10%	0%
C=CCSc1nc2c(c(=O)[nH]c(=O)n2C)n1Cc1ccc(C)cc1	0%	-2	1%	7%	-4%	19%	-3%	7%	?	?	7%
CC1CC(=S)Nc2ccccc2S1 (stereo not given)	-5%	0	0%	?	4µM*	7%	-4%	-11%	?	3%	-5%
O=C(NNC(=O)c1cccnc1)Nc1cccc(Cl)c1Cl	-2%	3	1%	-5%	-2%	-6%	-4%	4%	12%	0%	-2%
CCOC(=O)c1cccc(OC(=O)CCNC(=O)c2ccc(Cl)cc2)c1	-10%	?	-4%	7%	/	1%	-5%	20%	/	1%	/
C=CCn1c(C#N)c(N)sc1=N	0%	0	-3%	-12%	-5%	-9%	13%	9%	-10%	-2%	-1%
Cc1ccc(NC(=O)C2CCCN2c2nn3c(=O)cc(C)nc3s2)cc1 (stereo not given)	0%	0	-1%	1%	-1%	23%	6%	/	?	2%	0%
O=C(O)CCSc1nnc(COc2ccc(Cl)cc2)n1-c1ccccc1	1%	1	?	-12%	2%	-6%	5%	/	3%	0%	-2%
Cc1ccc(C(=O)Nc2ccccc2C(=O)NC(Cc2c[nH]c3ccccc23)C(=O)O)cc1 (stereo not given)	0%	1	11%	?	-11%	45%	21%	5%	0%	9%	11µM*
CCOC(=O)N=Nc1c2ccccc2c2nc3no[nH]c3nc12	1%	3	-40%[inhibitor]	1.5µM*	4µM*	-102%[inhibitor]	-40%[inhibitor]	2%	0.35µM*	-7%	-3%
CCOC(=O)C1CCN(C2CCN(Cc3nc(-c4ccccc4)no3)CC2)CC1	-3%	-1	-2%	-16%	?	0%	-10%	0%	0%	-8%	-1%
CNC(=O)C1CC(=O)N(CCc2ccccc2)C(=Nc2ccc(OC)cc2)S1 (stereo not given)	5%	15	-3%	-6%	19%	0%	-1%	-2%	2%	-11%	6%
C/C(=N\NC(=S)NC(C)C)c1ccc(Cl)s1	-5%	3	11%	-2%	?	-64%	19%	?	1.1µM*	-4%	-3%
Fc1nc(N2CCCC2)c(F)c(Oc2ccccc2Oc2c(F)c(F)nc(N3CCCC3)c2F)c1F	3%	-1	-3%	11%	-3%	-1%	7%	2%	7%	1%	-1%
O=S(=O)(Cc1ccccc1)Nc1ccc(S(=O)(=O)N2CCCC2)cc1	1%	?	0%	0%	5%	7%	-6%	1%	2%	-2%	4%
CCCNC(=O)COC(=O)/C=C/c1cccc(F)c1	-4%	6	-4%	-1%	3%	-34%	1%	-5%	22%	-5%	0%

Screens from PubChem.
